Kir21 block: Kir2.1 (mouse) channel inhibition; HEK293-Kir2.1, FluxOR thallium flux fluorescence; hits give low values; B-score at 10 µM; actives 0.85% (n = 310,000); AID 1672;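 active means fluorescence ratio B-score at or below minus 3 SD of library scores, with starting-brightness B-score within 2 SD, cut at about -4.2 in these data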;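 further: channel flux triggered by added potassium and thallium sulfate stimulus; B-score of peak minus minimum fluorescence over baseline after thallium stimulus; more negative B-score means stronger Kir2.1 block with less thallium influx; some compounds called inactive have numbers as strong as hits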
KCNQ2 block: KCNQ2 potassium channel inhibitors, primary screen, cell-based, CHO-K1, FluxOR thallium flux, B-score (AID 2156); 20 min; hits give low values; B-score at 10 µM; actives 1.1% (n = 310,000);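 active means fluorescence ratio B-score at most minus 3 library SDs, with starting brightness B-score within 2 library SDs, cut at about -5.5 in these data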
Target sequence (O88943 whole entry, looked up): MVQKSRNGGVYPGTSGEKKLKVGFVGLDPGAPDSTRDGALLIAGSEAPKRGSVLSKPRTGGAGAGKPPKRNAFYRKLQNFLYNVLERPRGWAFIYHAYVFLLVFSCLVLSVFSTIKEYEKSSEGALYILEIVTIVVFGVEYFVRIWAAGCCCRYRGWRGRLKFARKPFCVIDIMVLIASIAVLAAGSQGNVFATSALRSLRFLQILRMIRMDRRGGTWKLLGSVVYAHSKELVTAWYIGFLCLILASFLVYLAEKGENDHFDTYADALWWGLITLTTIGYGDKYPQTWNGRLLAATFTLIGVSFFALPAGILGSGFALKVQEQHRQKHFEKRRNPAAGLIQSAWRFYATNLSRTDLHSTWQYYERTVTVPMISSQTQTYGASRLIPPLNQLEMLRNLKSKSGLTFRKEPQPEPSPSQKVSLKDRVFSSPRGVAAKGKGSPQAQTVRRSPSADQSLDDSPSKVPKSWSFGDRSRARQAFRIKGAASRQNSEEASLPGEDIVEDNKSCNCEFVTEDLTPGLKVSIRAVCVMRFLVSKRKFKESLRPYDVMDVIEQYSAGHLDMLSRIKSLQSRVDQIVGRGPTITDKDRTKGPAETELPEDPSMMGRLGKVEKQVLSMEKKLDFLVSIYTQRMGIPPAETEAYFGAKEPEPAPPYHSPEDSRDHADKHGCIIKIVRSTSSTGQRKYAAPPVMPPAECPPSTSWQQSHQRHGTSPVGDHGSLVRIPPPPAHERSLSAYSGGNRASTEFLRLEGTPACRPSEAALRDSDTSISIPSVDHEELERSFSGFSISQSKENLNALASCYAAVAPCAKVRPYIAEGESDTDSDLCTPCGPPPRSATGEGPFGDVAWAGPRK
STK33 kinase inh: inhibitors of human STK33 kinase. purified STK33, MBP phosphorylation, ADP-Glo luminescence. actives 0.073% (n = 320,000). inhibition, % at 10 µM. Q9BYT3;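 active means inhibition at or above 25%, using the most active replicate where run in duplicate; inactive means inhibition below 25%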
Starred values were filed as active, the others as inactive; i = inactive; x = not tested or not shown.

Kir21 block	KCNQ2 block	STK33 kinase inh	smiles
-0.18	i	8.1	NC(=O)c1cc2ccncc2c2ccccc12
1.2	i	-0.7	Cc1cc(Cl)ccc1OC(C)C(=O)NNC(=O)C1CCCCC1C(=O)O (stereo not given)
1.4	i	3.6	C[C@H](NC(=O)C1CCN(S(=O)(=O)c2ccccc2)CC1)C(=O)NCc1ccccc1
-1	i	0.3	O=c1oc2cc(S(=O)(=O)NCCCO)ccc2c2ccc(S(=O)(=O)NCCCO)cc12
-0.69	i	-0.7	COc1ccc(-c2cccc(C(=O)Nc3ccc(C)cc3)c2)cc1
1.3	i	-2.4	COc1ccccc1C(=O)Nc1c2c(nn1-c1cccc(C)c1C)CS(=O)(=O)C2
-1.3	i	0.3	CC(=O)Nc1cccc(NC(=O)c2cc(-c3ccccn3)nc3ccc(Cl)cc23)c1
-0.14	i	0.0	CCc1ccc(NC(=O)CNC(=O)c2nn(-c3ccc(OC)cc3)c(=O)c3ccccc23)cc1
-0.47	i	0.4	Cc1ccc(S(=O)(=O)N2CCOC2CNC(=O)C(=O)NCc2ccccn2)cc1 (stereo not given)
-5.4*	i	-1.3	Cc1ccc(NC(=O)N2CCCN(Cc3ccc(F)cc3)C2)cc1C
-0.02	i	-0.8	Cn1c(=O)c2sccc2n2c(CCCC(=O)NCCc3ccccc3)nnc12
0.57	i	-0.7	COc1ccc(N=C2C(=O)N3CCCc4cccc2c43)cc1
-1.1	i	0.3	CCN(CCn1cccn1)Cc1nc(-c2ccc(C(=O)OC)cc2)no1
0.17	i	0.0	Cn1cc(Br)c(C(=O)Nc2sc3c(c2C(N)=O)CCCC3)n1
-1.1	i	-0.4	CCOC(=O)C(CC)(CC)C(=O)/C=C/c1ccc(OC)cc1
2.2	i	-0.2	CCOc1ccccc1NC(=O)CC1SC(=N)N(c2ccccc2)C1=O (stereo not given)
0.68	i	-0.2	COc1ccc(C(=O)NC(=S)Nc2ccc3c4c(cccc24)CC3)cc1OC
-2.1	i	-0.6	O=C(OCC(=O)N1CCN(C(=O)c2ccco2)CC1)c1cccc(O)c1
-0.73	i	-0.5	Clc1ccc(SCc2cc(-c3ccccc3)no2)cc1
0.16	i	x	Cc1cnc(NC(=O)c2c(O)c3cccc4c3n(c2=O)CCC4)s1
0.02	i	0.4	Cn1cccc1/C=N/n1cnnc1
-0.32	i	-0.7	C#CCSc1nnc(-c2ccc([N+](=O)[O-])cc2)o1
-0.26	i	-2.7	CCC(=NC(CC)CO)C1=C(O)CC(C)(C)CC1=O (stereo not given)
0.53	i	-2.3	CC(C)NS(=O)(=O)c1ccc2c(c1)oc(=O)n2C
-0.31	i	-1.4	COC(=O)c1c(-c2ccc3ccccc3c2)csc1NC(=O)Cc1ccc(OC)c(OC)c1
0.47	i	2.9	Cc1ccc2nc(C)c(C(=O)O)cc2c1
0.62	i	-0.8	COc1ccc(S(=O)(=O)NC(C)c2ccccc2)cc1C(=O)N1CCCCC1 (stereo not given)
2	i	-0.4	Cc1ccc(-n2c(SCC(=O)NCc3ccco3)nc3sc4c(c3c2=O)CC(C)(C)SC4)cc1
-0.17	i	-1.1	Cc1cnn(CCC(=O)NNC(=S)NCC(C)C)c1
-1.3	i	-1.4	Cc1nn(Cc2ccc(Cl)cc2)c(C)c1NC(=O)Cn1nc([N+](=O)[O-])c(Cl)c1C

Reprinted from the part before: 3 compounds, then new ones.
Kir21 block	KCNQ2 block	STK33 kinase inh	smiles
2	i	-0.4	Cc1ccc(-n2c(SCC(=O)NCc3ccco3)nc3sc4c(c3c2=O)CC(C)(C)SC4)cc1
-0.17	i	-1.1	Cc1cnn(CCC(=O)NNC(=S)NCC(C)C)c1
-1.3	i	-1.4	Cc1nn(Cc2ccc(Cl)cc2)c(C)c1NC(=O)Cn1nc([N+](=O)[O-])c(Cl)c1C
0.04	i	x	CC(C)C(=O)N1CCC2(CC1)Oc1ccc(F)cc1C(=O)C21CC(c2cccnc2)=NO1 (stereo not given)
-0.99	i	-0.1	C=CCc1ccc(OCCOc2cccc3cccnc23)c(OC)c1
0.25	i	-0.3	COc1ccc(C(=O)/C=C2/C(=O)Nc3ccccc32)cc1OC
-0.67	i	0.0	Cc1nn(Cc2ccc(C(=O)NC(C)(C)C)o2)c(C)c1Br
0.99	i	-5.1	COC(=O)c1cccc(NS(=O)(=O)c2cccs2)c1C
1.1	i	-0.6	COc1cc2c(cc1OC)CN(CC(=O)NC(=O)NC1CCCCC1)CC2
-0.16	i	-0.1	COc1ccc(-c2[nH]ncc2CN2CCC(c3ccncc3)CC2)cc1F
-0.9	i	-2.5	CN(C)c1nc(-c2ccccc2)c2cc(Cl)ccc2n1
-0.02	i	0.1	N#Cc1nc(COc2ccccc2Cl)oc1NCc1ccco1
0.47	i	-1.3	COc1ccccc1CNC(=O)C1CCN(S(=O)(=O)c2ccc3nc4c(c(C(=O)O)c3c2)CCCC4)CC1
-0.04	i	-0.8	CC1=C(C(=O)N(C)C)C(c2ccccc2OC(F)F)NC(=O)N1 (stereo not given)
1.3	i	-0.5	C=CC[n+]1c(-c2ccc(C)cc2)csc1Nc1c(C)n(C)n(-c2ccccc2)c1=O
-0.01	i	-0.1	COc1ccc(N(CC(=O)NCc2ccc(Cl)cc2)S(=O)(=O)c2c(C)noc2C)cc1
1.8	i	-0.8	NC(=O)c1ccsc1NC(=O)COC(=O)c1ccccc1NCc1ccco1
0	i	-1.5	CCN(CCS(=O)(=O)c1ccc(Cl)cc1)C(=O)Nc1ccccc1
0.68	i	1.0	C[C@H](NC(=O)c1nc[nH]c1C(=O)N[C@H](C)c1ccccc1)C(=O)OC(C)(C)C
0.92	i	-1.1	Cc1c(Cc2ccc3c(c2)OCO3)sc(NC(=O)c2cccc3ccccc23)c1C(N)=O
0.59	i	0.0	CCc1ccc(NC(=O)C(C)OC(=O)C2CCC(=O)N2)cc1 (stereo not given)
-3.1	i	x	COc1ccc(NC(=O)CN(C)C(=O)c2cccnc2Sc2ccc(C)c(C)c2)cc1
-1.6	i	-0.1	CC(OC(=O)c1ccc2ncsc2c1)C(=O)N1CCCC1 (stereo not given)
0.2	i	-2.1	COc1ccc(/C=N/n2cnc3scc(-c4cccs4)c3c2=O)cc1OC
0.72	i	-0.8	CCO/C([O-])=N/c1sn[n+](C)c1C
-1.1	i	-4.7	COc1cc(CCC(=O)OCC(=O)Nc2ccc(F)c(F)c2F)cc(OC)c1OC
-3	i	0.4	COC(=O)CCP(=O)(O)Cc1ccccc1CP(=O)(O)CCC(=O)OC
0.34	i	-3.0	O=C(O)CN1C(=O)c2ccc(Oc3ccc([N+](=O)[O-])cc3)cc2C1=O
-2	i	0.8	CC(NS(=O)(=O)c1ccc(Br)cc1)C(=O)NCc1ccco1 (stereo not given)
0.52	i	-0.6	Cc1ccc2c(cnn2C(=O)CCC(=O)N2CCCCC2)c1
-3	i	-0.7	COc1cc(S(=O)(=O)NCc2ccccc2Cl)ccc1-n1cnnn1
-3.2	i	-3.6	Cc1cc(C)cc(NC(=O)Oc2ccccc2N2CCCCC2)c1
-1.5	i	-0.9	OCCCNc1nc(-c2ccc(Br)cc2)nnc1-c1ccc(Cl)cc1

Entries listed so far printed as active in Kir21 block.
Kir21 block	KCNQ2 block	STK33 kinase inh	smiles
-5.4*	i	-1.3	Cc1ccc(NC(=O)N2CCCN(Cc3ccc(F)cc3)C2)cc1C

(more compounds)
Kir21 block	KCNQ2 block	STK33 kinase inh	smiles
0.06	i	0.9	O=C1C2C(c3ccccc3)CC=CC2[C@H](c2cccc([N+](=O)[O-])c2)N1Cc1ccccc1 (stereo not given in full)
-0.46	i	-1.4	CC1CN(S(=O)(=O)c2cccc(C(=O)NCCCn3ccnc3)c2)CC(C)O1 (stereo not given)
-0.7	i	-0.5	COc1cccc(-c2nn(-c3ccccc3)cc2C(=O)Nc2nccs2)c1
0.15	i	-1.0	Cn1cnnc1SCC(=O)c1ccc2c(c1)OCCO2
1.5	i	-2.6	Cc1ccc(-c2cccc(CN3CCN(C(C)C)C(CCO)C3)c2)o1 (stereo not given)
-2.5	i	0.2	CCC(=O)N1CCN(c2ccccc2NC(=O)COc2cccc(C)c2C)CC1
-0.37	i	-0.7	CCOC(=O)N1CCN(C(=O)c2cn(C)c3ccc(S(=O)(=O)N(CC)CC)cc3c2=O)CC1
-0.05	i	-1.5	Cc1ccc(S(=O)(=O)N[C@@H](CC(C)C)C(=O)N2CCC(C(=O)N[C@@H](Cc3ccccc3)C(=O)O)CC2)cc1
-0.86	i	3.0	Cc1cccc(C(=O)NC2CCN(C(=O)Nc3ccccc3C)CC2)c1
0.13	i	0.7	Cc1ccc(NC(=O)c2cnccn2)cc1S(=O)(=O)N(C)C
1.3	i	7.8	CCOc1ccc(NS(=O)(=O)c2coc(C(N)=O)c2)cc1
-1.8	i	-0.5	Cc1ccc(S(=O)(=O)NC(=O)c2cc(C)n(CCCn3ccnc3)c2C)cc1
-2.6	i	-0.3	COc1ccc(NC(=O)NCCCN2CCN(c3cc(C)ccc3C)CC2)cc1
0.02	i	-1.1	O=C(COc1ccccc1)NC(=S)Nc1cccc2cc(O)ccc12
0.46	i	-0.4	Clc1nnc(Cl)c2c1ncn2Cc1ccccc1
0.39	i	1.9	O=C(COc1cc2oc(=O)c3c(c2cc1Cl)CCC3)NCCN1CCOCC1
0.17	i	-1.0	CC1(C)CC(N2CCN(Cc3ccccc3)CC2)=CC(=[N+]2CCCCC2)C1
1.6	i	-0.4	C/C(=N/Oc1nc(C)cc(C)n1)c1ccc(Cl)cc1Cl
2.1	i	-2.0	NC(=O)C1=C[C@H](c2coc3ccccc3c2=O)C[C@H](OCc2ccc(CO)cc2)O1
0.13	i	-0.1	CC(OC(=O)c1ncc(Cl)c(Cl)c1Cl)C(=O)NC1CCCCC1C (stereo not given)
0.21	i	-0.4	C[C@H](NC(=O)c1nc[nH]c1C(=O)N[C@@H](Cc1ccccc1)C(=O)OC(C)(C)C)C(=O)OC(C)(C)C
-1.8	i	-2.4	CCN(CC)S(=O)(=O)c1ccc(NC(=O)CSc2ncnc3ccccc23)cc1
-0.02	i	-0.5	O=C(CN(C(=O)CSc1nnc(COc2ccccc2)o1)c1ccc(F)cc1)NC1CCCCC1
2.1	i	-0.1	COc1ccc(C2=NOC(C(=O)NCc3cccnc3)C2)cc1OC (stereo not given)
0.51	i	0.8	Cc1cc(C(=O)COc2ccc3ccc(=O)oc3c2)c(C)n1Cc1cccs1
-0.12	i	-1.7	Cc1ccc(NC(=O)C2C3CCC(O3)C2C(=O)O)cc1C (stereo not given)
1.2	i	0.2	O=[N+]([O-])c1cc(/C=N\Nc2nc(-c3ccccc3)cs2)ccc1O
1.5	i	1.4	CC#CC(=O)N1CCC(Oc2cccc(C(=O)NCc3ccccn3)c2)CC1
0.29	i	-1.1	CCN(CC)C(=O)CN1C(=O)COCC1=O
-0.43	i	1.3	Cc1cc(Br)ccc1NC(=O)c1sc2ncnc(N3CCN(c4ccccn4)CC3)c2c1C

The list goes on:
Kir21 block	KCNQ2 block	STK33 kinase inh	smiles
0.17	i	-0.2	O=C(CCC(F)(F)F)N1CCC(CO)(CCc2ccccc2)CC1
0.07	i	-1.1	Cc1nn(-c2cc(C)c3ccccc3n2)c2c1CCC2
-0.03	i	-0.7	CCC1CCCCN1Cc1c(O)ccc2c(=O)c(-c3ccccc3OC)coc12 (stereo not given)
-1.1	i	-1.9	O=C(NCc1ccc(Cl)cc1)C1C2C=CC3(CN(Cc4cccnc4)C(=O)C13)O2 (stereo not given)
-2.7	i	-0.6	COCCn1c(N)c(N(Cc2ccccc2)C(=O)c2ccc(-c3ccc(Cl)cc3)o2)c(=O)[nH]c1=O
-3	i	2.1	CC(C)(C)Sc1ccc(/C=N/O)cc1[N+](=O)[O-]
0.14	i	0.4	Cn1ncc(C(=O)Nc2ccc(Cl)cc2)c1C(F)(F)F
0.14	i	-1.3	C=C(C)C(=O)OCC(=O)NCc1ccccc1
-3.9	i	0.7	COc1ccccc1CCNC(=O)CSc1ccc(-c2cccs2)nn1
-0.14	i	-0.4	CC1CCN(c2cc(C#N)c(C#N)cc2[N+](=O)[O-])CC1
-2	i	-0.3	Cc1ccc(C)c(N2CCN(S(=O)(=O)c3csc(C(N)=O)c3)CC2)c1
-0.79	i	-0.3	Cc1ccc(OCc2ccc(C(=O)Nc3c(C)nn(Cc4c(F)c(F)c(F)c(F)c4F)c3C)o2)c([N+](=O)[O-])c1
0.95	i	-0.8	CCOC(=O)C(C)Sc1ccc2nnc(CCNS(=O)(=O)c3ccc(C)cc3)n2n1 (stereo not given)
0.37	i	-0.1	O=C(CCN1CCN(c2ccccn2)CC1)Nc1ccc(F)cc1
-1.3	i	-0.1	CCOC(=O)Nc1ccc2c(c1)N(C(=O)CCN(C)C)c1ccccc1S2
-0.38	i	0.7	Cc1nn(C)c(C)c1C(C)NC(=O)c1cc(COc2ccc(F)c(F)c2)on1 (stereo not given)

Whole records, looked up by structure. Screens in order: Kir21 block, KCNQ2 block, STK33 kinase inh
`Cc1cc(C)cc(NC(=O)Oc2ccccc2N2CCCCC2)c1` across the screens: -3.2, i, -3.6
`C/C(=N/Oc1nc(C)cc(C)n1)c1ccc(Cl)cc1Cl` across the screens: 1.6, i, -0.4
`Cc1ccc(C)c(N2CCN(S(=O)(=O)c3csc(C(N)=O)c3)CC2)c1` across the screens: -2, i, -0.3
`O=C(OCC(=O)N1CCN(C(=O)c2ccco2)CC1)c1cccc(O)c1` across the screens: -2.1, i, -0.6
`COc1ccccc1CCNC(=O)CSc1ccc(-c2cccs2)nn1` across the screens: -3.9, i, 0.7

Rows were taken by chance; overall some 1.9% were active at least once.
